Screening data as filed in PubChem.
Rin1-Abl PPI inh: inhibitors of Rin1-Abl protein binding, primary screen, biochemical, TR-FRET. Tyrosine-protein kinase ABL1 (Homo sapiens) + Ras and Rab interactor 1 (Homo sapiens), …. inhibition, % at 7.35 µM. hit rate 0.4% among 360,000; in the data active means inhibition above about 5%, passing the limit was not always enough
MLLE-PAM2 inh: inhibitors of PABP1 MLLE–PAM2 peptide binding, primary screen, biochemical, fluorescence polarization, FITC-PAM2, GST-MLLE; inhibition, % at 20 µM; AID 588489, 2011; hit rate 0.36% among 360,000; Polyadenylate-binding protein 1 (Homo sapiens), P11940; in the data active means inhibition above about 35%, passing the limit was not always enough;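 further: plate controls were DMSO wells with GST-MLLE for no effect and wells lacking GST-MLLE protein for full effect; some results filed as inactive read as strong as hits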
E coli Lon inh: inhibitors of E. coli Lon protease, primary screen, biochemical, fluorescence polarization; P0A9M0; purified E. coli Lon protease; inhibition, % at 7.94 µM; hit rate 0.42% among 360,000; AID 602123, 2011; in the data active means inhibition above about 13%, passing the limit was not always enough;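 further: 0% = enzyme with probe and DMSO and 100% = no enzyme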
CSN inh: inhibitors of CSN-mediated cullin deneddylation, primary screen, biochemical, fluorescence polarization, uHTS; COP9 signalosome complex subunit 5 (Homo sapiens), Q92905; hit rate 0.38% among 360,000; Purified CSN, SCF-Nedd8-OG deneddylation; inhibition, % at 12.5 µM; AID 651999, 2013;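 active means pattern-corrected inhibition above about 35%, with an unprinted fluorescence ratio check between 0.5 and 1.5, limit read from the data, passing the limit was not always enough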;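 further: 0% = enzyme with substrate and 100% = substrate without enzyme; some results filed as inactive read as strong as hits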
Target sequence (Q92905 whole entry, looked up, one chain of several): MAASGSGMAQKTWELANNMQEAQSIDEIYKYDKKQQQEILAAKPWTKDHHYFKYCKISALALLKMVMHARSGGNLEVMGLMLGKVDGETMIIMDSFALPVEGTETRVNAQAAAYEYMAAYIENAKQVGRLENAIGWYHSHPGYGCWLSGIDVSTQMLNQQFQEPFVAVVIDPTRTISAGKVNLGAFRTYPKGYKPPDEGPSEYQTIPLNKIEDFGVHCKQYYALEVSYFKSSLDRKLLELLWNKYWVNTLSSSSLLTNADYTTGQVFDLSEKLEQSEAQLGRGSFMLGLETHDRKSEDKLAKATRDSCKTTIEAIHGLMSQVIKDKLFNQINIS
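Test system: Human Csn5 produced in HEK293T cells | Compound: 12.5 µM single point | Times: 90 min, room temperature | Signal: Fluorescence polarization readout | Read-out basis: % inhibition of substrate cleavage by Csn5 | Controls: no-enzyme wells high, enzyme-with-substrate wells low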
FAS TE block: FAS thioesterase domain inhibitors, primary screen, biochemical, fluorescence intensity, uHTS | recombinant FAS-TE, OMFH fluorogenic substrate, fluorescence endpoint | inhibition, % at 15 µM | hit rate 0.67% among 360,000;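 active means compounds whose normalised, plate-corrected inhibition of enzyme fluorescence in the single-dose primary screen is 50% or more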;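 further: 0% = DMSO with enzyme and 100% = substrate without enzyme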
bovine MsrA act: bovine MsrA enzyme activators, primary screen, biochemical, absorbance, HTS; Methionine sulfoxide reductase A (Bos taurus); activation, % at 10.6 µM; purified bovine MsrA, absorbance read-out; AID 602163, 2012; hit rate 0.3% among 360,000; in the data active means activation above about 7.5%;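 further: 0% = vehicle and 100% = reference activator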
TbMetRS inhib: T. brucei MetRS inhibitors, primary screen, biochemical, luminescence | methionyl-tRNA synthetase (Trypanosoma brucei brucei) | inhibition, % at 11.9 µM | hit rate 0.4% among 360,000 | purified T. brucei MetRS, ATP depletion, Kinase-Glo luminescence;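 active means inhibition above a per-plate cutoff of the control wells' mean inhibition plus 3 SD, cut at about 5.5% in these data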;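 further: 0% = DMSO wells median and 100% = median of wells with control inhibitor compound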
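Dosing: 11.9 µM compound single dose, 0.9% DMSO; Assay system: purified T. brucei MetRS enzyme; Measured by: Kinase-Glo luciferase luminescence reporting remaining unconsumed ATP; Schedule: 15 min plus 2 h at 25 °C.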
Neddyl block: inhibitors of cullin neddylation, primary screen, biochemical, TR-FRET, uHTS, NAE and Ubc12; calls only at 25 µM; AID 651699, 2012; hit rate 0.58% among 360,000; NEDD8-conjugating enzyme Ubc12 (Homo sapiens) + NEDD8-activating enzyme E1 regulatory …; in the data active means inhibition above about 36%
Target sequence (P61081 whole entry, looked up): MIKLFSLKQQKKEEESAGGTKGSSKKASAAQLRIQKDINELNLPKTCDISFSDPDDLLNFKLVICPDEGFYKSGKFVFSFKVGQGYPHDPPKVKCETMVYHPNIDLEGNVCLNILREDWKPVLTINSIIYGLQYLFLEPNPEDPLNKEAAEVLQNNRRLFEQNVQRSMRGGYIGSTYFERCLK
Target sequence (Q13564 whole entry, looked up): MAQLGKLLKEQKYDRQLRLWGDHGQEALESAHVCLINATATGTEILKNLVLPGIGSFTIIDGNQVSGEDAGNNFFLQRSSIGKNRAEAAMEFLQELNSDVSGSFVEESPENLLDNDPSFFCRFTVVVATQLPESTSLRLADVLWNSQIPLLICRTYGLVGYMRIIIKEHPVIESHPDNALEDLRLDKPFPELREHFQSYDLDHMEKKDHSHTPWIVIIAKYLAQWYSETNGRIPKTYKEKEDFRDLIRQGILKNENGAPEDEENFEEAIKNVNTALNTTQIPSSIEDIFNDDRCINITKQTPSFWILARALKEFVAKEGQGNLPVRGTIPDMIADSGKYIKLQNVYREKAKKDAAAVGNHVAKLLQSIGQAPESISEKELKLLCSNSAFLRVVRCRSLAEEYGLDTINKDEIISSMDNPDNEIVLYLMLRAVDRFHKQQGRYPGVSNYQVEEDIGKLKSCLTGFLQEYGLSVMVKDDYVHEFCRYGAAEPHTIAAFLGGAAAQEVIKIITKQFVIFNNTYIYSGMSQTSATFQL
MsrA inh: bovine MsrA enzyme inhibitors, primary screen, biochemical, absorbance, HTS | Methionine sulfoxide reductase A (Bos taurus) | purified bovine MsrA, absorbance read-out | inhibition, % at 15.5 µM | hit rate 0.75% among 360,000 | AID 651718, 2012; in the data active means inhibition above about 4.5%;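 further: 0% = vehicle wells with enzyme and 100% = reference inhibitor wells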
* = called active by the depositor; i = inactive; / = no result given; + = active, no number.

| compound | FAS TE block | TbMetRS inhib | MsrA inh | Rin1-Abl PPI inh | E coli Lon inh | MLLE-PAM2 inh | bovine MsrA act | CSN inh | Neddyl block |
| --- | --- | --- | --- | --- | --- | --- | --- | --- | --- |
| Cc1cccc2nc(-c3ccco3)c(Nc3ccc4c(c3)OCO4)n12 | 9.8 | 0.2 | 0.5 | 0.1 | -2.9 | 21.4 | -3.7 | 4.0 | / |
| CC(=O)c1c(C)[nH]c(C(=O)Nc2cccc(S(=O)(=O)N3CCCC3)c2)c1C | 3.9 | -0.1 | 0.6 | 1.1 | -7.0 | -9.6 | -6.5 | 0.4 | i |
| CCOC(=O)N1CCC(NC(=S)Nc2ccc3nc(N4CCN(CC)CC4)cc(C)c3c2)CC1 | -6.9 | -1.4 | 0.3 | 2.0 | 2.1 | 3.7 | -8.6 | 2.3 | i |
| CC(C)CN(CC(C)C)C(=O)CS(=O)(=O)Cc1ccccc1 | -3.9 | -0.6 | -0.3 | -0.8 | -12.0 | -0.9 | -0.7 | -4.1 | i |
| CCNC(=O)C1(C)CCCN(Cc2csc(-c3ccccc3)n2)C1 (stereo not drawn) | -4.2 | -0.3 | -1.5 | -4.3 | -8.9 | -0.4 | -3.2 | 1.9 | i |
| COc1ccccc1C(=O)OCc1c(F)cccc1Cl | 11.5 | 0.2 | 0.7 | 4.6 | -6.5 | 9.0 | 1.2 | 2.9 | i |
| Cc1ccc[n+](C(C(=S)NCc2ccco2)=C([O-])c2ccccc2Cl)c1 | -3.3 | 0.3 | 1.0 | -0.8 | -8.8 | 0.1 | -3.1 | 2.6 | i |
| Cc1[nH]c(C)c(S(=O)(=O)N2CCN(c3cccc(C(F)(F)F)c3)CC2)c1C(=O)N1CCCCC1 | 7.0 | 0.8 | -0.7 | 2.5 | -11.1 | 5.7 | 6.8 | -2.2 | i |
| CC(C(=O)Nc1ccccn1)N1C(=O)C2C3C=CC(C3)C2C1=O (stereo not drawn) | -4.7 | -0.1 | -0.2 | -0.2 | -6.5 | -1.1 | 0.8 | 1.1 | i |
| CC(CCc1ccccc1)NC(=O)CCc1cn(C)c2ccccc12 (stereo not drawn) | 9.5 | -0.8 | 0.2 | -1.6 | 12.9 | -3.8 | 2.6 | -5.2 | i |
| COc1cccc(NC(=O)Nc2ccc(C(C)(C)C)cc2)c1 | 18.1 | 0.1 | 1.0 | 3.1 | -2.7 | 0.2 | 0.4 | -4.2 | i |
| Cc1nn(CCC(=O)O)c(C)c1C | -7.1 | -0.8 | 1.3 | -2.7 | 6.5 | -11.5 | -1.7 | 0.1 | i |
| COc1ccc(NC(=O)C(=S)N2CCCC2)cc1 | -5.7 | 0.0 | 0.2 | -1.8 | 0.4 | 1.2 | -0.2 | 3.4 | i |
| C/C(=N\NC(=S)Nc1ccc(F)cc1)c1ccc2c(c1)OCCO2 | 36.9 | -0.5 | 1.5 | -1.8 | -9.6 | 24.7 | -3.5 | -1.0 | i |
| COC(=O)CSc1nnc(CNC(=O)c2cccc(C)c2)n1-c1ccccc1OC | -4.6 | -0.5 | -0.5 | 5.9 | 1.7 | -10.1 | -3.7 | 1.7 | i |
| COc1ccc(NC(=O)CSc2nncn2N)c(OC)c1 | -6.1 | 1.0 | 0.2 | -1.8 | 3.6 | -8.0 | -3.4 | 1.4 | i |
| CCN(C(=O)CSc1nnc(-c2ccco2)n1C)c1c(N)n(Cc2ccccc2)c(=O)[nH]c1=O | -4.9 | -0.3 | -1.3 | -0.3 | -7.1 | 3.9 | -2.5 | -2.2 | i |
| Cc1ccc(S(=O)(=O)NCCC(=O)NCCCSc2ccccc2)cc1 | 10.2 | -0.6 | 1.3 | 3.8 | 8.4 | 8.0 | -13.0 | 2.5 | i |
| COc1ccc(-c2cc(C(=O)NCc3ccco3)c3ccccc3n2)c(OC)c1 | 5.0 | -0.2 | 0.0 | 1.3 | -1.1 | 2.9 | -3.9 | -1.7 | i |
| COc1cccc(C(=O)Nc2cccc(S(=O)(=O)NC3=NCCC3)c2)c1 | 2.6 | -0.3 | 0.7 | -1.4 | -4.0 | -3.0 | 0.5 | 4.0 | i |
| COc1cccc(CN2CCN(Cc3ccco3)CC2)c1 | -5.2 | -0.6 | -1.6 | 4.1 | 1.2 | -9.4 | -1.7 | 0.3 | i |
| CCOC(=O)c1sc(NC(=O)Nc2ccc(Cl)cc2)nc1C | 1.9 | -0.3 | 0.3 | 1.9 | -2.1 | 15.2 | -0.9 | -0.4 | i |
| CN1C(=O)CSc2ccc(NC(=O)N3CCN(c4ccccn4)CC3)cc21 | 3.6 | -0.3 | 0.1 | -0.7 | -14.9 | 14.2 | 1.9 | -0.3 | i |
| CC(C)CNS(=O)(=O)c1ccc(CCC(=O)NC2CCCCC2)cc1 | -0.4 | -0.1 | -1.2 | 0.1 | -3.7 | 1.1 | -6.9 | -1.7 | i |
| Cn1c(-c2ccccc2)cnc1SCC(=O)N1CCCc2ccccc21 | -1.8 | 0.7 | -0.1 | 1.6 | -3.3 | 1.2 | -2.6 | -7.2 | i |
| O=C(CCSc1ccccn1)c1ccccc1 | -4.5 | -0.3 | 1.9 | -2.2 | -6.8 | 29.4 | 7.8* | 4.0 | i |
| S=C(Nc1ccccn1)NC1CCCCC1 | 8.0 | -0.7 | 1.6 | -3.3 | -7.7 | -41.5 | 0.0 | -3.6 | i |
| CCO[C@H]1OC(C(=O)N2CCN(Cc3ccccc3)CC2)=C[C@@H](c2ccccc2)[C@@H]1CCCO | -5.5 | -0.3 | 0.5 | -2.2 | -10.2 | -0.3 | -0.3 | 3.3 | i |
| COC(=O)c1ccc(CN(c2ccccn2)S(=O)(=O)c2ccccc2)cc1 | -4.0 | -0.8 | 1.4 | 1.7 | -12.1 | 8.8 | -5.8 | 1.4 | + |
| COc1cc(OC)cc(C(=O)Nc2ccccc2C(=O)N2CCCC2)c1 | -9.4 | -0.4 | 0.7 | 2.3 | 5.7 | 0.4 | 2.9 | -5.2 | i |

As entered above.
For CSN inh, COC(=O)c1ccc(CN(c2ccccn2)S(=O)(=O)c2ccccc2)cc1 reads 1.4
For TbMetRS inhib, O=C(CCSc1ccccn1)c1ccccc1 reads -0.3
For FAS TE block, CC(C)CNS(=O)(=O)c1ccc(CCC(=O)NC2CCCCC2)cc1 reads -0.4

(listing goes on)
| compound | FAS TE block | TbMetRS inhib | MsrA inh | Rin1-Abl PPI inh | E coli Lon inh | MLLE-PAM2 inh | bovine MsrA act | CSN inh | Neddyl block |
| --- | --- | --- | --- | --- | --- | --- | --- | --- | --- |
| Cc1c(C(=O)Nc2ccccc2C(=O)N2CCCC2)cccc1[N+](=O)[O-] | -6.6 | -0.8 | -0.6 | 0.5 | -4.8 | 2.6 | -13.3 | 5.3 | i |
| Cc1ccc(C(C(=O)NC2CCCCC2)N(C(=O)c2csnn2)C2CC2)cc1 (stereo not drawn) | 7.6 | -0.7 | 0.1 | 3.7 | 0.1 | 23.6 | -1.6 | -4.5 | i |
| O=C(NCCN1CCCC1)c1ccc(CS(=O)(=O)c2c(Cl)cccc2Cl)o1 | -1.6 | 0.6 | 0.0 | -2.5 | 0.5 | 1.4 | 1.8 | -0.8 | i |
| Cn1cnc([N+](=O)[O-])c1Sc1ccncn1 | -5.3 | -0.1 | 0.9 | -6.0 | -3.6 | 25.6 | -2.3 | -1.0 | i |
| CSc1nnc2n(-c3ccc(C)cc3)c(=O)c3c4c(sc3n12)COC(C(C)C)C4 (stereo not drawn) | 6.5 | 0.5 | -0.2 | 1.2 | -2.5 | -6.8 | 0.3 | -7.5 | i |
| COCCn1c(SCC(=O)N2CCCC2)nnc1-c1ccoc1C | -6.1 | -0.2 | -1.6 | -3.9 | 2.8 | 5.8 | -3.5 | 0.8 | i |
| CN(C(=O)COC(=O)C12CC3CC(CC(C3)C1)C2)c1c(N)n(Cc2ccccc2)c(=O)[nH]c1=O | -6.0 | -0.4 | -0.6 | 2.2 | -14.7 | -8.2 | -3.7 | 2.7 | i |
| Nc1ncnc(NCc2ccc(F)cc2)c1[N+](=O)[O-] | -2.9 | -0.3 | 0.9 | 2.2 | 2.6 | 7.5 | -6.8 | -7.9 | i |
| O=C(CCl)N1CCCC1c1ccc2c(c1)OCCO2 (stereo not drawn) | 0.4 | 0.6 | 1.1 | 1.6 | 3.5 | 7.0 | 0.1 | 4.0 | i |
| CN1CCC(CO)(Cc2ccccc2)CC1 | -1.9 | -0.4 | -1.0 | -0.1 | -2.6 | -2.6 | -3.2 | 5.1 | i |
| COc1ccccc1-n1c(SCC(=O)Nc2cccc3ccccc23)nc(O)cc1=O | -6.9 | -0.1 | -0.4 | -0.9 | -11.3 | 7.4 | 0.5 | 9.3 | i |
| CCC1(C)Cc2c(C#N)c(N)n(-c3ccccc3)c(=S)c2CO1 (stereo not drawn) | 0.0 | 0.1 | 1.3 | -1.5 | -4.6 | -12.5 | 0.2 | 1.4 | i |
| COc1ccc(C(=O)Nc2ncc3c(n2)CC(c2ccco2)CC3=O)cc1 (stereo not drawn) | -2.6 | -0.6 | -0.1 | 0.6 | -1.6 | 16.1 | 1.0 | 4.2 | i |
| Cc1ccc(NC(=O)CSc2ncnc3ccccc23)cc1S(=O)(=O)N1CCOCC1 | -0.2 | -0.2 | -0.5 | -6.6 | 1.6 | 0.5 | -1.1 | -3.5 | i |
| COc1ccccc1CC(=O)NC1CCCCCC1 | -0.9 | -0.6 | 0.6 | 2.0 | -10.7 | 2.4 | -0.5 | -6.6 | i |
| O=C(Nc1ccc(C(=O)O)cc1)/C(=C\c1ccc2c(c1)OCO2)NC(=O)c1ccccc1Cl | -8.5 | -0.1 | 4.3 | -3.3 | -0.5 | 3.5 | -4.4 | -2.5 | i |
| COc1cc2cc(CCCOC(=O)c3ccc4c(c3)OCO4)oc(=O)c2cc1OC | -4.8 | 0.3 | -0.2 | 1.4 | -6.4 | 3.6 | -3.5 | -5.7 | i |
| O=C(Cc1ccc(Br)cc1)N1CCN(c2ccccc2)CC1 | 3.3 | -0.8 | 0.7 | -2.3 | -1.0 | 9.7 | -5.0 | 1.2 | i |
| COC(=O)NCC(c1cccnc1)N1CCN(c2ccccc2OC)CC1 (stereo not drawn) | -9.0 | -0.6 | 0.6 | 4.0 | -1.1 | -3.4 | 3.8 | 4.2 | i |
| CN(Cc1ccccc1)c1nc(N)c([N+](=O)[O-])c(Nc2cccc(F)c2)n1 | 22.5 | -0.1 | 2.9 | -4.7 | 2.9 | 0.5 | -2.6 | -0.2 | i |
| CCc1ccc(N(CC(=O)N2CCN(Cc3ccccc3)CC2)S(C)(=O)=O)cc1 | -2.4 | 0.9 | -0.6 | -1.3 | -12.2 | 9.8 | -1.4 | -2.4 | i |
